ATG4B inh: inhibitors of human ATG4B cysteine protease | ATG4B cleavage of LC3-PLA2, NBD-HPC fluorescence, 1 h | inhibition, % at 8.33 µM | 340,000 tested, 0.51% active | AID 504462; in the data active = inhibition above about 40%
PfG6PD inh: PfG6PD (Plasmodium falciparum) enzyme inhibition | inhibition, % at 20 µM | PfGluPho enzyme, NADPH resazurin-diaphorase fluorescence | 350,000 tested, 0.78% active | AID 504690;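 active = inhibition reaching at least a set limit at 20 µM in the primary screen, cut at about 59% in these data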;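 note: 0% = DMSO wells with substrate and 100% = DMSO wells lacking glucose-6-phosphate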
NR3A LBD binder: NR3A (human) ligand-binding domain modulation | NR3A LBD differential scanning fluorimetry, Tm shift; 0% = protein alone, 100% = glycine-bound protein | Tm shift relative to glycine control, % at 25 µM | 340,000 tested, 2.5% active;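 active = melting temperature shift of at least 10% of the positive control shift, at one fixed dose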
SENP7 inh: blocks the human protease SENP7; Q9BQF6; recombinant SENP7, Z-RLRGG-aminoluciferin luminescence, 40 min; inhibition, % at 5 µM; 330,000 tested, 1.5% active; AID 434973;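 active = inhibition above about 50% at the single test dose, limit read from the data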;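 note: plate controls were DMSO with enzyme for no effect and no enzyme buffer wells for full effect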
HKDC1 inh: blocks human hexokinase HKDC1 activity | Q2TB90 | recombinant HKDC1, G6PDH/diaphorase resazurin coupled fluorescence | inhibition, % at 20 µM | 340,000 tested, 0.16% active;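 active = inhibition above about 35% when tested at 20 µM, limit read from the data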;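 note: plate controls were DMSO wells with enzyme for no effect and DMSO wells lacking enzyme for full effect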
Target sequence (Q2TB90 whole entry, looked up): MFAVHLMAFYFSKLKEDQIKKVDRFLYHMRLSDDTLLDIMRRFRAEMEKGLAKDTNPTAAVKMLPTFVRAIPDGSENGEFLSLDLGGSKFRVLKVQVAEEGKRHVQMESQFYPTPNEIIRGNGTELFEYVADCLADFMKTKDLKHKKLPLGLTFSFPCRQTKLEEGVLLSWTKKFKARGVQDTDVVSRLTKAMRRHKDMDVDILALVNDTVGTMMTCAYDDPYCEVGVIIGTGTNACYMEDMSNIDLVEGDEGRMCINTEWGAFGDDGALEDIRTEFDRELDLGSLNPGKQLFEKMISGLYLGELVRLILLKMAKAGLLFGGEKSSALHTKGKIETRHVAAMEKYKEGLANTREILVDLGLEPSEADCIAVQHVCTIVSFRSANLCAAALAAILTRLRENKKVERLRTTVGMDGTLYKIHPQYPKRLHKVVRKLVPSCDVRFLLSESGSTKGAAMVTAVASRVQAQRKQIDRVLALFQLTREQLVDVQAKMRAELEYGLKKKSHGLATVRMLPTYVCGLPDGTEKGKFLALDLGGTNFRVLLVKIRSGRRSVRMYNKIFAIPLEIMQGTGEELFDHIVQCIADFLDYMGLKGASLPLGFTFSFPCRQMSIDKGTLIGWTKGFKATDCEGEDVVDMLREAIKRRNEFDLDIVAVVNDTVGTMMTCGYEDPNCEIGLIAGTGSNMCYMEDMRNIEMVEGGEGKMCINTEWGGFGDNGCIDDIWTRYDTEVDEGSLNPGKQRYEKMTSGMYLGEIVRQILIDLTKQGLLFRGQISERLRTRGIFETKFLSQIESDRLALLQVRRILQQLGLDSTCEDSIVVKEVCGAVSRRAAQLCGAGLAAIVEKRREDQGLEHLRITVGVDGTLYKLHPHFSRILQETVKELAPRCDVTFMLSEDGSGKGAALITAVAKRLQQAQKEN
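Material – in-house recombinant HK5 (HKDC1) enzyme · Quantity – HKDC1 at 5 µg/mL · Buffer or medium – pH 8.0 Tris buffer with 10 mM MgCl2 · Reagent – glucose with 1 mM ATP · Dosing – single 20 µM dose · Times – reaction time 90 min, room temperature, protected from light · Technique – resorufin fluorescence at 613 nm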
SENP6 inh: inhibitors of human SENP6 protease | Q9GZR1 | Recombinant SENP6 catalytic domain, aminoluciferin luminescence | inhibition, % at 10 µM | 330,000 tested, 1.8% active | AID 2599;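 active = inhibition above about 50% at the single tested dose, limit read from the data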;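 note: plate controls were DMSO wells with enzyme for no effect and DMSO wells lacking enzyme for full effect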
SENP8 block: SENP8 (human) protease inhibition | Q96LD8 | recombinant SENP8, Nedd8 substrate fluorescence | inhibition, % at 20 µM | 360,000 tested, 0.64% active | AID 602440; in the data active = inhibition mostly above about 40%, no sharp cut-off; inactive = mostly below about 27%
MPTP inh: blocks calcium-induced mitochondrial swelling; inhibition, % at 10 µM; AID 602449; isolated mouse mitochondria, Ca2+ swelling absorbance, 30 min; 360,000 tested, 1.4% active;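 active = inhibition of 50% or more, scaled per plate between neutral and stimulator controls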;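 note: 0% = DMSO wells given calcium and 100% = 1 mM EGTA wells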
Numbers without * were called inactive. Random draw from the library; overall some 6.9% were active at least once.

Each structure is followed by: ATG4B inh	PfG6PD inh	NR3A LBD binder	SENP7 inh	HKDC1 inh	SENP6 inh	SENP8 block	MPTP inh
#1 Cc1ccc(C)n1-c1sc2c(c1C#N)CCCC2
  8	2	2	1	0	-14	8	0.0
#2 Cc1ccc2c(c1)NC(=O)C(CC(=O)NCCCN1CCCC1)O2 (stereo not drawn)
  -5	11	-2	-11	-5	-5	17	-3.0
#3 O=C(CCNC(=O)c1ccccc1Cl)Nc1nnc(C2CC2)s1
  -9	2	1	4	2	-12	9	-0.2
#4 Cc1ccc(S(=O)(=O)NNC(=O)C(O)(c2ccccc2C)c2ccccc2C)cc1
  -3	-8	4	3	-4	-4	12	4.4
#5 O=S(=O)(c1ccc(Cl)cc1)N1CN(CC2CCCO2)c2nc3ccccc3nc21 (stereo not drawn)
  -8	14	0	-5	3	-2	-200	-1.8
#6 Cc1ccc(NC(=O)CN2C(=O)COc3ccc(S(=O)(=O)N4CCCC4)cc32)cc1C
  -5	-6	-2	-2	-5	-5	24	-0.4
#7 CCOc1ccccc1NC(=O)N1CCCC(c2nc3c(nnn3Cc3ccc(C)cc3)c(=O)[nH]2)C1 (stereo not drawn)
  13	-21	-2	2	-9	0	4	-4.4
#8 CC(C)Cc1nc2sc3c(c2c(=O)n1N)CC(C)(C)OC3
  -2	5	0	1	-6	-4	21	5.4
#9 Cc1ccc(OCC(=O)c2c(N)n(C)c(=O)n(C)c2=O)c([N+](=O)[O-])n1
  -1	22	4	-4	8	1	-15	-1.8
#10 O=C1NC(=Nc2ccccc2)c2c1cccc2[N+](=O)[O-]
  -9	5	-1	6	-8	5	9	-0.7
#11 CC(O)[C@H]1CNCCN1CC1(c2ccccc2)CC1 (stereo partly drawn)
  4	10	-1	0	-3	11	3	0.7
#12 COc1ccccc1NS(=O)(=O)c1cccc(NC(=O)NC2CCCCC2)c1
  22	-4	0	-4	16	-5	25	34
#13 Cc1ccc(NC(=O)C2C3C=CC4(O3)C2C(=O)N(CCCN2CCCC(C)C2)C4C(=O)NC2CCCCC2)cc1 (stereo not drawn)
  0	2	-1	5	-6	1	9	1.0
#14 COCCCNc1nc2ccccc2[nH]c1=O
  -5	-18	-1	-3	0	4	-220	-0.7
#15 COC(=O)c1cc(CNC(=O)c2sccc2-c2ccccc2)ccc1OC
  -7	-11	0	11	-10	-23	-1	-1.3
#16 Cc1ccccc1N1C(=O)C2CCCN2C1=S (stereo not drawn)
  0	15	2	-11	-5	2	11	0.6
#17 CC(C)C(NC(=O)c1ccccc1F)C(=O)NCCc1ccccn1 (stereo not drawn)
  -10	-3	2	-15	-5	-18	21	-2.1
#18 CC1CCCC(C)N1C(=O)COC(=O)c1ccc(S(=O)(=O)N(C)c2ccccc2)cc1 (stereo not drawn)
  3	8	0	1	-2	-1	11	1.0
#19 Cc1cccc2nc(CSc3nnc4ccccn34)cn12
  -1	-9	1	1	-1	15	10	-1.9
#20 O=Cc1ccc2noc(-c3ccc(Cl)cc3)c2c1
  2	6	1	-6	-2	5	-226	1.7
#21 COc1ccc(-n2c(SCC#N)nnc2-c2ccc(NS(=O)(=O)c3ccc(C)cc3)cc2)cc1
  -23	-14	-13	-1	6	-7	25	0.5
#22 CCCc1nnc(N2C(=O)c3cccc4cccc(c34)C2=O)s1
  1	-3	1	3	3	-2	-205	-0.3
#23 Cc1ncoc1C(=O)N1CCCC(C(=O)c2cccc3ccccc23)C1 (stereo not drawn)
  -4	18	1	1	-7	4	6	2.0
#24 COC(=O)CCN(C(=O)c1ccc(C)c([N+](=O)[O-])c1)c1ccccn1
  4	8	-1	-5	-9	-20	-4	-0.7
#25 Cc1cccc(NC(=O)c2cc(=O)n(Cc3ccccc3)c(=O)[nH]2)c1
  -4	-9	-40	-8	-9	-20	-26	4.0
#26 CC(C)n1c(SCc2ccccc2F)nc2c1c(=O)n(C)c(=O)n2C
  3	-9	-2	-12	2	-15	11	0.2
#27 C/C(=N/NC(=O)CN1CCN(Cc2ccccc2Cl)CC1)c1cccnc1
  -14	31	0	4	-5	-6	5	0.2
#28 O=C(O)c1ccccc1/C=N/N1CCN(C2c3ccccc3-c3ccccc32)CC1
  27	-25	0	7	9	2	4	2.1
#29 COc1cc(C(=O)Nc2cccc(C)c2C)c(Br)c(OC)c1OC
  -16	1	0	7	-3	4	7	2.8
#30 O=c1ccnc2n1COCS2
  -4	-5	0	10	-1	-11	-4	0.4
#31 COc1ccc2[nH]cc(CCNC(=O)c3ccccc3Cl)c2c1
  -3	-14	0	0	4	-8	1	-0.3
#32 COc1ccc(C(=O)N(CCN2CCOCC2)CC(=O)NC2CCCC2)cc1OC
  -4	0	-1	7	-3	3	-2	-0.2
#33 CCOC(=O)CNC(=O)C1c2cc(OC)c(OC)cc2C(=O)N(C)C1c1ccccc1F (stereo not drawn)
  -1	-17	-2	0	0	3	16	-0.3
#34 CC(=O)N1c2ccc(S(=O)(=O)N3CCC(C(=O)Nc4cccc(C)n4)CC3)cc2CC1C (stereo not drawn)
  1	-15	0	-5	-1	13	4	0.7
#35 c1ccc2c(c1)OCC(CNc1ncnc3nc[nH]c13)O2 (stereo not drawn)
  -1	10	0	-7	-3	-18	14	-3.0
#36 CCOC(=O)N1CCN(C(=O)CSCC(=O)Nc2nc(-c3ccc(Cl)s3)cs2)CC1
  -9	-11	-3	0	-7	14	5	4.2
#37 O=C1CCCC2=C1C(c1cccs1)n1nc(SCc3ccccc3F)nc1N2 (stereo not drawn)
  -15	21	7	-6	8	-14	-142	-0.2
#38 CC(=O)Nc1cccc(NC(=O)C2CCN(C(=O)c3ccco3)CC2)c1
  -7	-1	-2	7	-6	-3	4	0.6
#39 Cc1ccc(NC(=O)OCCNC(=O)OC(C)C)cc1
  -10	4	-3	0	-2	-13	5	-2.3
#40 COc1ccc(N(CCC#N)S(=O)(=O)c2ccc(Cl)cc2)cc1
  -11	-10	1	0	-9	4	26	0.7

6 compounds out of the list above, sorted by the value under NR3A LBD binder, low to high.
item | mol | ATG4B inh | PfG6PD inh | NR3A LBD binder | SENP7 inh | HKDC1 inh | SENP6 inh | MPTP inh
36 | CCOC(=O)N1CCN(C(=O)CSCC(=O)Nc2nc(-c3ccc(Cl)s3)cs2)CC1 | -9 | -11 | -3 | 0 | -7 | 14 | 4.2
2 | Cc1ccc2c(c1)NC(=O)C(CC(=O)NCCCN1CCCC1)O2 (stereo not drawn) | -5 | 11 | -2 | -11 | -5 | -5 | -3.0
13 | Cc1ccc(NC(=O)C2C3C=CC4(O3)C2C(=O)N(CCCN2CCCC(C)C2)C4C(=O)NC2CCCCC2)cc1 (stereo not drawn) | 0 | 2 | -1 | 5 | -6 | 1 | 1.0
29 | COc1cc(C(=O)Nc2cccc(C)c2C)c(Br)c(OC)c1OC | -16 | 1 | 0 | 7 | -3 | 4 | 2.8
22 | CCCc1nnc(N2C(=O)c3cccc4cccc(c34)C2=O)s1 | 1 | -3 | 1 | 3 | 3 | -2 | -0.3
1 | Cc1ccc(C)n1-c1sc2c(c1C#N)CCCC2 | 8 | 2 | 2 | 1 | 0 | -14 | 0.0

Continued.
Each structure is followed by: ATG4B inh	PfG6PD inh	NR3A LBD binder	SENP7 inh	HKDC1 inh	SENP6 inh	SENP8 block	MPTP inh
#41 Cc1oc(-c2cccs2)nc1CS(=O)CC(=O)NCCCOC(C)C (stereo not drawn)
  -11	-6	0	0	0	-4	-8	0.9
#42 COCCN(CC(=O)Nc1cccc(C)c1C)C(=O)c1ccc(S(=O)(=O)N2CCOCC2)cc1
  -11	-2	0	-1	-7	-22	-2	0.3
#43 CC(C)N1CCN(Cc2ccc3c(c2)Cc2ccccc2-3)CC1CCO (stereo not drawn)
  -6	-1	-1	0	4	4	11	-1.0
#44 COc1cc(CNC(=O)CCC(=O)N2C[C@H]3C[C@H](C2)c2cccc(=O)n2C3)cc(OC)c1OC
  -31	5	1	1	-7	-10	0	-2.8
#45 CCCCn1c(CCNC(=O)c2cccs2)nc2ccccc21
  -6	17	0	2	-6	4	18	0.1
#46 O=C1NCCc2c1[nH]c1ccccc21
  -6	2	1	15	3	14	-102	-0.6
#47 CC(=O)Nc1ccc(C(=O)CN2CCN(c3ccccc3)CC2)cc1
  -6	9	-1	5	-1	5	-7	-0.7
#48 COc1ccc(-c2[nH]ncc2-c2csc(C)n2)c(O)c1
  -10	8	-1	1	-8	6	20	3.1
#49 COc1nc(N)nc2nc[nH]c12
  6	-3	-1	-2	-4	2	10	1.2
#50 COC(=O)c1c(C)[nH]c(C(=O)OCC(=O)N2c3ccccc3NC(=O)C2(C)C)c1C
  -8	-2	-3	2	-10	3	-22	0.7
#51 CCOC(=O)CSc1nnc(-c2ccc([N+](=O)[O-])cc2)o1
  1	-13	-1	-2	12	3	4	3.2
#52 CCc1noc(C)c1C(=O)OC(C)C(=O)Nc1ccc2c(c1)OCO2 (stereo not drawn)
  -7	20	0	3	2	1	-2	-1.2
#53 CCOC(=O)c1cc(C#N)c(Oc2ccccc2OC)nc1-c1ccccc1
  3	4	4	-11	4	4	21	1.2
#54 CC(=O)Nc1cccc(NC(=O)COC(=O)CO/N=C(\C)c2ccc3c(c2)OCO3)c1
  -1	3	-2	6	4	-11	1	0.3
#55 Cc1cc(C)cc(NC(=O)COc2coc(CN3CCc4ccccc4C3)cc2=O)c1
  1	7	2	1	-4	-17	14	-2.9
#56 COC(=O)c1ccc(/C=N/OCC(=O)NCCc2ccc(OC)c(OC)c2)cc1
  -14	9	-2	-1	-3	7	1	0.0
#57 Cc1ccc(S(=O)(=O)/N=C2\C(=O)c3ccccc3C([O-])=C2n2cc[n+](CCC(C)C)c2)cc1
  -4	44	-1	30	0	38	84*	-1.1
#58 CCCCN(C)CCC(=O)Nc1ccc(OC)cc1OC
  -8	-16	-1	8	0	-22	29	1.9
#59 CC(=O)c1c(C)[nH]c(C(=O)OCC(=O)Nc2c(C)n(C)n(-c3ccccc3)c2=O)c1C
  -4	2	0	0	-6	-12	4	0.4
#60 O=C(O)c1cc2c(cc1Cl)N1CCCCCC1=NS2(=O)=O
  -4	11	-2	6	-12	0	4	1.1
#61 c1ccc(-c2noc(CCC3CCCC3)n2)cc1
  -20	-10	-2	-8	2	-11	-31	3.0
#62 CC(=O)Oc1ccc(N2C(=O)C3C(C2=O)C2C=CC3C23CC3)cc1[N+](=O)[O-] (stereo not drawn)
  -4	-9	0	10	-10	9	14	2.0
#63 COc1ccc(/C=C2\SC(=S)N(CC(=O)NC3C=CS(=O)(=O)C3)C2=O)cc1 (stereo not drawn)
  -4	1	1	4	4	1	15	-0.5
#64 Cc1cc(C)nc(NC2=NCC(=O)N2c2cc(Cl)cc(Cl)c2)n1
  -6	-13	4	-1	4	-6	3	-4.3
#65 O=C(Nc1cccc(N2C(=O)C3C4C=CC(C4)C3C2=O)c1)c1cccs1 (stereo not drawn)
  -3	-9	-1	14	-5	6	0	-0.9

Given bar-delimited: entries from further up.
no. | SMILES | ATG4B inh | PfG6PD inh | NR3A LBD binder | SENP7 inh | HKDC1 inh | SENP6 inh | SENP8 block | MPTP inh
61 | c1ccc(-c2noc(CCC3CCCC3)n2)cc1 | -20 | -10 | -2 | -8 | 2 | -11 | -31 | 3.0
64 | Cc1cc(C)nc(NC2=NCC(=O)N2c2cc(Cl)cc(Cl)c2)n1 | -6 | -13 | 4 | -1 | 4 | -6 | 3 | -4.3
